# Sm TGR block: qHTS Assay for the Inhibitors of Schistosoma Mansoni Peroxiredoxins; Schistosoma mansoni thioredoxin glutathione reductase (TGR), Q962Y6; purified TGR, DTNB reduction, TNB absorbance 405 nm; Potency, µM (top dose mostly 114 µM), without a hit: at the top dose activity change, negative = inhibition, usual class: inhibitors; 3% of 360,000 active; further: potency means the concentration at half of the fitted maximal effect; nearly all actives have a fitted effect of over 60% in size
#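 TGR 20 nM + NADPH 100 uM (dispensed conc.), cpd preinc 15 min RT; start with NADPH (500 uM addition) then DTNB (15 mM addition). Kinetic TNB absorbance, 405 nm filter. Four-parameter Hill fit across titration.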
# AmpC detergent: qHTS Inhibitors of AmpC Beta-Lactamase (assay with detergent) | P00811 | AmpC hydrolysis of nitrocefin, absorbance 480 nm, 0.01% Triton | Potency, µM (highest dose often 114 µM), for the others: at the highest dose activity change, negative = inhibition, actives largely listed as inhibitors | 0.041% of 370,000 active | AID 485294, 2010;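 further: potency means the concentration at half of the fitted maximal effect; 0% = no-compound wells and -100% = no-enzyme wells; nearly all actives have a fitted effect of over 25% in size; some results filed as inactive show a strong effect at the top dose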
# Target sequence (P00811 whole entry, looked up): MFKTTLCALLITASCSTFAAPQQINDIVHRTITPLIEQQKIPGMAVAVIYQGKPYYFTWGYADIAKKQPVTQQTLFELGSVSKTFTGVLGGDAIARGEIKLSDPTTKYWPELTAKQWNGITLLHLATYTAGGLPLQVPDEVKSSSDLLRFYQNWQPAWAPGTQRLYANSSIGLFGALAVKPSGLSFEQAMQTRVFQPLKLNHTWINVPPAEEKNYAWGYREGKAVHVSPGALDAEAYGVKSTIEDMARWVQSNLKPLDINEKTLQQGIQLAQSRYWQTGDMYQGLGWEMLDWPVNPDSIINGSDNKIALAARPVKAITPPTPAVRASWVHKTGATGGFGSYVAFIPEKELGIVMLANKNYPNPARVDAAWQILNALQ
#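 AmpC (5.3 nM in the dispensed reagent) in 20 mM phosphate pH 7.0 with 0.01% (detergent screen) or 0.0001% Triton X-100 was preincubated with compounds for 15 min at room temperature. Nitrocefin was then added from an 800 uM solution, and hydrolysis was followed at 480 nm.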
# HCMV antiviral: qHTS Assay for inhibitors of the human cytomegalovirus (HCMV); HFF cells, HCMV-luciferase reporter, 72 h; stronger effect = lower value; activity change, negative = inhibition, % at 57.5 µM; 4.5% of 410,000 active; AID 1259415, 2018; in the data active means activity change below about -60%; inconclusive means no clear call, values can overlap the other calls; inactive means above about -39%
#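 Compounds were evaluated in HFFs infected with an HCMV luciferase reporter virus (MOI 1 PFU/cell). Luciferase in lysates collected 72 h post infection served as the replication measure.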
# LmPK inhibitor: qHTS Assay for Inhibitors of Leishmania Mexicana Pyruvate Kinase (LmPK); Q27686; purified LmPK, Kinase-Glo ATP luminescence, 1 h; Potency, µM (titrated, usually from 57.5 µM), for the others: top-dose activity change, negative = inhibition, actives largely listed as inhibitors; 0.37% of 290,000 active; AID 1721, 2009; further: potency means the concentration at half of the fitted maximal effect
# Target sequence (Q27686 whole entry, looked up): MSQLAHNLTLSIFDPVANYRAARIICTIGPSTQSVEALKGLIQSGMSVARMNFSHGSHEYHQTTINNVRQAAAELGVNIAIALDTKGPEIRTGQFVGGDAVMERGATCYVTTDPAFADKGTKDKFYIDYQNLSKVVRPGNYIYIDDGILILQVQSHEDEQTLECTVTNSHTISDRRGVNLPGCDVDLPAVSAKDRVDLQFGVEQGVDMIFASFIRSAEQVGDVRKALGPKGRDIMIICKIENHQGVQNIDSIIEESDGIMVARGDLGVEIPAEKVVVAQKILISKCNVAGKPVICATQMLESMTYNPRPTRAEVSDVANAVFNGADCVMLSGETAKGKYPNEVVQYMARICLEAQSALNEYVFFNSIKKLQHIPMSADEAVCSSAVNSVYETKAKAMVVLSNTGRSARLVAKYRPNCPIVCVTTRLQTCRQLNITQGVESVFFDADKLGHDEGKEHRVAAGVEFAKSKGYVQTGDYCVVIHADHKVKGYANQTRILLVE
#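 ATP generated from ADP (0.1 mM) and PEP (0.5 mM) by 0.1 nM LmPK over 1 h at room temperature (pH 7.2 imidazole buffer) was detected by coupled luciferase luminescence. Values were normalized to uninhibited and no-enzyme wells.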
# Tb PYK inh: qHTS of Trypanosoma Brucei Inhibitors | pyruvate kinase (Trypanosoma brucei), Q57TT1 | 0.12% of 410,000 active | TbPYK enzyme, Kinase-Glo Plus ATP luminescence, 45 min | Potency, µM (series often up to 76.8 µM), without a hit: at the top dose activity, negative = inhibition, actives largely listed as inhibitors; further: potency means the concentration at half of the fitted maximal effect; nearly all actives have a fitted effect of over 50% in size
#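 TbPYK + substrate in 50 mM TEA pH 7.2, 100 mM KCl, 10 mM MgCl2, 0.05% BSA, 0.01% Tween-20; cpd pinned; ADP 130 uM final; 45 min RT; Kinase-Glo Plus 10 min; luminescence endpoint.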
# AMA1-RON2 inh: qHTS for Inhibitors of AMA1-RON; Towards Development of Antimalarial Drug Lead: Primary Screen | AlphaScreen AMA1-biotinylated RON2 peptide binding | Plasmodium falciparum AMA1 (3D7) - RON2 peptide interaction | 0.2% of 360,000 active | Potency, µM (series often up to 58.2 µM), for the others: top-dose activity change, negative = inhibition, hits mostly inhibitors;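 further: potency means the concentration at half of the fitted maximal effect; 0% = vehicle wells and -100% = peptide control; nearly all actives have a fitted effect of over 45% in size; some results filed as inactive show a strong effect at the top dose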
#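 AMA1 (3D7) with his tag at 25 nM final met compounds first, then biotinylated RON2 peptide at 25 nM; detection used donor plus acceptor beads, 10 µg/mL apiece, read by AlphaScreen after 30 min at room temperature.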
# AmpC no deterg: qHTS Inhibitors of AmpC Beta-Lactamase (assay without detergent); P00811; AmpC nitrocefin hydrolysis, absorbance 480 nm, 0.0001% Triton; Potency, µM (series often up to 57.1 µM), without a hit: at the highest dose activity change, negative = inhibition, most hits filed as inhibitors; 0.52% of 330,000 active; AID 485341, 2010;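 further: potency means the concentration at half of the fitted maximal effect; plate controls were no compound for no effect and no enzyme for full effect; nearly all actives have a fitted effect of over 20% in size; some results filed as inactive show a strong effect at the top dose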
#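 AmpC (5.3 nM in the dispensed reagent) in 20 mM phosphate pH 7.0 with 0.01% (detergent screen) or 0.0001% Triton X-100 was preincubated with compounds for 15 min at room temperature. Nitrocefin was then added from an 800 uM solution, and hydrolysis was followed at 480 nm.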
# Starred values were filed as active, the others as inactive; ? = inconclusive; . = not tested or not shown; [ ] = another dose, or the depositor's remark. Unless noted, the call rests on the fitted dose curve; in most records, active means well fitted curve in the direction sought with a large enough effect; inconclusive means small, poorly fitted or top-dose-only effect, or another doubt; inactive means no such curve, though single readings can be large; an effect the other way counts as inactive or inconclusive. Unless noted, on the % scale 0 is the no-effect control and ±100 the full control effect.
no.	mol	Sm TGR block	AmpC detergent	HCMV antiviral	LmPK inhibitor	Tb PYK inh	AMA1-RON2 inh	AmpC no deterg
1	CC1(C)CC(=O)C2=C(C1)Nc1nc(SCCN3CCOCC3)[nH]c(=O)c1C2c1cccs1 (stereo not drawn)	-7%	-1%	-1	1%	-9%	-2%	-26%
2	Cc1cc2c(nn1)CCc1c-2no[n+]1[O-]	9%	2%	-21	-6%	0%	-10%	-16%
3	Cc1cccc(OCC(=O)NC2CCCc3ccccc32)c1C (stereo not drawn)	-13%	-5%	-8	3%	13%	28%	-5%
4	CCOC(=O)c1sc2ncn(CC(=O)Nc3cc(C)on3)c(=O)c2c1C	-9%	-19%	-32	.	-1%	-11%	-23%
5	COc1cc(/C=N/NC(=O)C(=O)N2CCCCCC2)ccc1O	-12%	1%	6	-8%	1%	7%	-3%
6	O=C(NCCc1c[nH]c2ccccc12)C(=O)NCC(c1ccco1)N1CCN(c2ccccc2)CC1 (stereo not drawn)	4%	-9%	-25	3%	5%	16%	-11%
7	OC1(CC#CCN2CCCCC2)c2ccccc2-c2ccccc21	6%	3%	15	4%	-1%	0%	-9%
8	CS(=O)(=O)N(CC(=O)Nc1ccccc1Sc1ccccc1)c1ccc(F)cc1	-33%	3%	-33	2%	-3%	-5%	51%

# In the list so far, 4 contain four or more nitrogen atoms:
no.	mol	Sm TGR block	AmpC detergent	HCMV antiviral	LmPK inhibitor	Tb PYK inh	AMA1-RON2 inh	AmpC no deterg
1	CC1(C)CC(=O)C2=C(C1)Nc1nc(SCCN3CCOCC3)[nH]c(=O)c1C2c1cccs1 (stereo not drawn)	-7%	-1%	-1	1%	-9%	-2%	-26%
2	Cc1cc2c(nn1)CCc1c-2no[n+]1[O-]	9%	2%	-21	-6%	0%	-10%	-16%
4	CCOC(=O)c1sc2ncn(CC(=O)Nc3cc(C)on3)c(=O)c2c1C	-9%	-19%	-32	.	-1%	-11%	-23%
6	O=C(NCCc1c[nH]c2ccccc12)C(=O)NCC(c1ccco1)N1CCN(c2ccccc2)CC1 (stereo not drawn)	4%	-9%	-25	3%	5%	16%	-11%

# The main list resumes, repeating the 2 entries before the break.
no.	mol	Sm TGR block	AmpC detergent	HCMV antiviral	LmPK inhibitor	Tb PYK inh	AMA1-RON2 inh	AmpC no deterg
7	OC1(CC#CCN2CCCCC2)c2ccccc2-c2ccccc21	6%	3%	15	4%	-1%	0%	-9%
8	CS(=O)(=O)N(CC(=O)Nc1ccccc1Sc1ccccc1)c1ccc(F)cc1	-33%	3%	-33	2%	-3%	-5%	51%
9	O=C(Cn1c(=O)n(CCc2ccccc2)c(=O)c2c3c(sc21)CCCC3)Nc1ccc(F)c(F)c1	0%	12%	-17	.	-6%	.	.
10	O=C(Nc1ccc(OC(F)F)c(Cl)c1)Nc1ccc2c(c1)OCO2	-7%	?	16	1%	-8%	2%	-46%
11	CC1CCN(CCCNC(=O)C2CCC(=O)N2C2CCCC2)CC1 (stereo not drawn)	4%	?	?	-7%	0%	16%	7%
12	O=C(N/N=C/c1ccccn1)c1ccc(NC(=O)c2cccc([N+](=O)[O-])c2)cc1	1%	-5%	2	4%	4%	75%[activator]	-8%
13	Cc1c(NC(=O)CSc2nnc3c4ccccc4n(CCc4ccccc4)c3n2)c(=O)n(-c2ccccc2)n1C	0%	4%	-85*	-1%	-4%	-9%	46%
14	Cc1sc2ncnc(SCC(=O)NC3CCS(=O)(=O)C3)c2c1C (stereo not drawn)	.	.	?	.	-1%	-4%	.
15	O=C(/C=C\c1ccc2c(c1)OCO2)NC1CC(=O)N(c2ccc(F)cc2)C1 (stereo not drawn)	11%	2%	36	.	-13%	.	.
16	COC(=O)CSc1nc(SC)nc2c1sc1nc(-c3ccco3)c3c(c12)CC(C)(C)OC3	.	.	-26	.	-2%	-4%	.
17	C=CCOc1ccc(Cl)cc1CNC1CCCC1	.	2%	-7	0%	-4%	2%	-14%
18	O=C(O)c1[nH]c2ccc(Cl)cc2c1CC(=O)N1CCN(C(=O)c2ccco2)CC1	22µM*	-13%	6	24%	-14%	-2%	-26%
19	COc1cc([N+](=O)[O-])cc(/C=N/NC(=O)Cn2nccc2C)c1O	1%	4%	0	-8%	-24%	38%[activator]	-12%
20	CCOc1ccc2nc(S(=O)(=O)NC(=O)C3(C)CCN3C(=O)c3c(C)noc3C)sc2c1 (stereo not drawn)	.	.	9	.	4%	1%	.
21	CC(C)CC(=O)Nc1nc2c(c(=O)[nH]1)CCCC2	-6%	-4%	-21	6%	1%	-7%	-10%
22	COc1ccccc1C(=O)NNC1CC(=O)N(c2ccc3c(c2)OCCO3)C1=O (stereo not drawn)	-14%	-8%	23	8%	-10%	-5%	-24%
23	O=C(CSc1nnc(-c2ccc(O)cc2)o1)N1CCOCC1	5%	-1%	152	-3%	2%	0%	1%
24	CNC(=O)c1cc(C(=O)c2ccccc2Br)c[nH]1	1%	2%	29	0%	6%	-9%	-10%
25	COC(=O)c1nnn(CC(=O)Nc2cccc(OC)c2)c1C(=O)OC	0%	0%	38	3%	-3%	17%	16%
26	COc1ccccc1S(=O)(=O)Cc1ccc(C(=O)NCc2ccc3c(c2)OCO3)o1	-21%	?	33	1%	6%	6%	-6%
27	COc1cc(C(=O)N2CC(=O)Nc3ccccc32)cc(OC)c1OC	.	.	-17	.	2%	7%	.
28	Cc1cc(C(F)(F)F)n2ncc(-c3ccc(F)cc3)c2n1	2%	-12%	-13	-7%	-13%	3%	-11%
29	CCOC(=O)N1CCC(c2cc(=O)n3[nH]cc(C(=O)OC)c3n2)CC1	-1%	?	-11	0%	-2%	7%	7.9µM*
30	CC(=O)N1CCN(C(=O)C2(NC(=O)Nc3ccc(C)cc3)CCCCC2)CC1	20%	-3%	55	8%	7%	2%	-7%
31	COC(=O)CCC(=O)N1CCCC(N2CCN(c3ccc(OC)cc3)CC2)C1 (stereo not drawn)	-25%	1%	18	-3%	-3%	8%	-16%
32	CCOC(=O)N1CCN(C(=O)C2CCN(S(=O)(=O)N(CC)CC)CC2)CC1	4%	3%	-10	-10%	2%	-2%	-1%

# An excerpt from above with just HCMV antiviral and Sm TGR block:
no.	SMILES	HCMV antiviral	Sm TGR block
25	COC(=O)c1nnn(CC(=O)Nc2cccc(OC)c2)c1C(=O)OC	38	0%
26	COc1ccccc1S(=O)(=O)Cc1ccc(C(=O)NCc2ccc3c(c2)OCO3)o1	33	-21%
27	COc1cc(C(=O)N2CC(=O)Nc3ccccc32)cc(OC)c1OC	-17	.
28	Cc1cc(C(F)(F)F)n2ncc(-c3ccc(F)cc3)c2n1	-13	2%
29	CCOC(=O)N1CCC(c2cc(=O)n3[nH]cc(C(=O)OC)c3n2)CC1	-11	-1%
30	CC(=O)N1CCN(C(=O)C2(NC(=O)Nc3ccc(C)cc3)CCCCC2)CC1	55	20%
31	COC(=O)CCC(=O)N1CCCC(N2CCN(c3ccc(OC)cc3)CC2)C1 (stereo not drawn)	18	-25%

# (cont.)
no.	mol	Sm TGR block	AmpC detergent	HCMV antiviral	LmPK inhibitor	Tb PYK inh	AMA1-RON2 inh	AmpC no deterg
33	O=C(NCc1ccc(F)cc1)C1CCC(CNS(=O)(=O)c2ccccc2)CC1 (stereo not drawn)	9%	?	-25	1%	0%	1%	-11%
34	Cc1cccc(NC(=O)CSCC(=O)Nc2ccccc2C(=O)N2CCCCC2)c1	.	.	-4	.	0%	63%[activator]	.
35	CS(=O)(=O)N1CCN(c2ccc([N+](=O)[O-])c(NCc3cccnc3)c2)CC1	.	-6%	-24	1%	0%	-5%	2%
36	CN1CC2(C)CN(C(c3ccccc3)c3ccccc3)CC(C)(C1)C2O (stereo not drawn)	5%	-10%	50	7%	-1%	10%	7%
37	COc1cc2ccccc2cc1C(=O)Nc1ccc2oc(-c3cccc(Cl)c3Cl)nc2c1	-2%	17%	28	.	1%	.	.
38	O=C(Nc1ccc(F)c(Cl)c1)c1ccc2c(c1)OCO2	3%	-8%	64	-17%	3%	6%	-30%
39	OC12CCCCC1C(c1ccc3c(c1)OCO3)N(Cc1ccc(F)cc1)CC2 (stereo not drawn)	-12%	-12%	37	3%	6%	-9%	38%
40	Cc1ccccc1Sc1ncccc1[N+](=O)[O-]	.	.	3	.	1%	-26%	.
41	Cc1cccc(C2Nc3ccccc3C(=O)N2c2ccc(F)cc2)n1 (stereo not drawn)	-3%	7%	32	3%	7%	3%	-5%
42	CCOC(=O)c1c(-c2ccncc2)csc1N	-3%	-3%	60	-8%	-21%	-3%	-11%
43	CCOc1ccc(CN(C)CC(=O)Nc2cc(C)c(C)cc2[N+](=O)[O-])cc1	7%	1%	-19	0%	-11%	?	15%
44	COc1cc2c(cc1OC)CN(C(=O)c1ccncc1)CC2	-15%	-13%	-4	1%	0%	-3%	-2%
45	COc1ccc(OC)c(CNC(=O)c2c(C)oc3ncn(CC(C)C)c(=O)c23)c1	2%	1%	8	.	1%	.	.
46	CCOC(=O)C1CCCN(C(=O)c2cc(S(=O)(=O)N3CCCCC3)ccc2Cl)C1 (stereo not drawn)	1%	-14%	-16	.	0%	2%	19%
47	COc1ccc(-c2cn(-c3ccc(C)c(C)c3)c(=S)[nH]2)cc1OC	?	5%	?	6%	-31%	38%[activator]	0%
48	CCc1ccc(OCCOCC(O)CN(CCO)CCO)cc1 (stereo not drawn)	0%	-6%	-9	-3%	-3%	5%	-18%
49	O=S(=O)(c1cccnc1)N1CCn2cccc2C1c1ccccc1F (stereo not drawn)	32µM*	?	-33	.	0%	-1%	-21%
50	O=C(/C=C/c1ccccc1)NCCS(=O)(=O)N1CCN(c2ccccc2)CC1	-6%	?	-14	.	1%	14%	?
51	CC(C)N(C1=CC(=O)OC12CCCCC2)C(C)C	11%	0%	-16	-3%	0%	-25%	-2%

# Screening data as filed in PubChem.
